High-throughput results deposited in PubChem by National Center for Advancing Translational Sciences (NCATS).
SMN2 splice enh – qHTS Assay for Enhancers of SMN2 Splice Variant Expression; HEK293 SMN2-luciferase splicing reporter, luminescence, 30-36 h; 2.8% of 210,000 active; Potency, µM (series often up to 46.1 µM), without a hit: at the highest dose activity change, positive = activation, most hits filed as activators; further: % of control where 0% means no effect; nearly all actives have a fitted effect of over 55% in size
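HEK293 cells carry an SMN2 […]–luciferase reporter in which exon 7 inclusion puts luciferase in frame. Cells were plated 10-12 h before compound addition, then incubated 30-36 h at 37C. ONE-Glo luminescence was read; sodium butyrate at 4.5 mM final served as control.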
RECQ1 helicase – qHTS Assay for Inhibitors of RecQ-Like Dna Helicase 1 (RECQ1); ATP-dependent DNA helicase Q1 (Homo sapiens), P46063; RECQ1 DNA unwinding, red fluorescence kinetic read; Potency, µM (highest dose often 57.3 µM), for the others: at the top dose activity, negative = inhibition, actives largely listed as inhibitors; 0.54% of 240,000 active; AID 2549, 2010;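 further: plate controls were vehicle for no effect and no enzyme for full effect; nearly all actives have a fitted effect of over 30% in size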
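RECQ1T1 50 nM; forked duplex (20 bp + 30-nt ss tails) 200 nM, ATP 2 mM final; pH 8.0, 2 mM MgCl2, 2.5 ug/ml poly(dI-dC); 15 min compound preincubation; discontinuous kinetic read over 2 h at RT.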
Tau fibril ThT – qHTS for Inhibitors of Tau Fibril Formation, Thioflavin T Binding. Microtubule-associated protein tau (Homo sapiens), P10636. recombinant tau K18 P301L (four-repeat tau fragment), heparin-induced fibrillization, ThT fluorescence. Potency, µM (series often up to 57.4 µM), for the others: at the top dose activity, negative = inhibition, most hits filed as inhibitors. 2.1% of 270,000 active. AID 1460, 2008; further: on the % scale 0 is the no-effect control and ±100 the full control effect; nearly all actives have a fitted effect of over 55% in size
Target sequence (P10636 561-689 P618L limits assumed): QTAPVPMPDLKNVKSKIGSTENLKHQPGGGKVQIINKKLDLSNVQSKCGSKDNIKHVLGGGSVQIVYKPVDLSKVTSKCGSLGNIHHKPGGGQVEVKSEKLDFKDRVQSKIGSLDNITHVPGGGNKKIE
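K18 P301L tau (15 uM + 0.24 uM Alexa 594-tagged), heparin 20 uM, NaOAc pH 7, 6 h 37 C; ThT 30 uM, 1 h RT, ex 450/em 510 nm.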
LMNA splice mod – qHTS Assay for Modulators of Lamin A Splicing | Potency, µM (highest dose often 46.1 µM), for the others: at the highest dose ratio change, negative = inhibition, usual class: inhibitors | HeLa LMNA splicing GFP/RFP minigene ratio, 48 h | AID 1487, 2009 | 0.01% of 200,000 active; active means well fitted inhibition curve with a large enough effect in the signal ratio, with a control signal flat, not every such curve was filed as active; inconclusive means small, poorly fitted or top-dose-only effect, or effect the other way, or a change in a side signal; the % refers to the signal ratio; further: on the % scale 0 is the no-effect control and ±100 the full control effect
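Read-out is the ratio of GFP to DsRed2 object intensity, acquired by 488 nm laser-scanning cytometry on HeLa lamin A-EGFP minigene reporter cells. Compound incubation 48 hrs at 37 °C in Opti-MEM with 2% FBS; DMSO 0.5% final.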
L3MBTL1 inh – qHTS Assay for the Inhibitors of L3MBTL1. Lethal(3)malignant brain tumor-like protein 1 (Homo sapiens), Q9Y468. AlphaScreen L3MBTL1–H3K9me1 peptide binding. Potency, µM (top dose mostly 57.1 µM), inactives show at the top dose activity, negative = inhibition, actives largely listed as inhibitors. 0.66% of 230,000 active; further: on the % scale 0 is the no-effect control and ±100 the full control effect; nearly all actives have a fitted effect of over 60% in size
Target sequence (Q9Y468 whole entry, looked up): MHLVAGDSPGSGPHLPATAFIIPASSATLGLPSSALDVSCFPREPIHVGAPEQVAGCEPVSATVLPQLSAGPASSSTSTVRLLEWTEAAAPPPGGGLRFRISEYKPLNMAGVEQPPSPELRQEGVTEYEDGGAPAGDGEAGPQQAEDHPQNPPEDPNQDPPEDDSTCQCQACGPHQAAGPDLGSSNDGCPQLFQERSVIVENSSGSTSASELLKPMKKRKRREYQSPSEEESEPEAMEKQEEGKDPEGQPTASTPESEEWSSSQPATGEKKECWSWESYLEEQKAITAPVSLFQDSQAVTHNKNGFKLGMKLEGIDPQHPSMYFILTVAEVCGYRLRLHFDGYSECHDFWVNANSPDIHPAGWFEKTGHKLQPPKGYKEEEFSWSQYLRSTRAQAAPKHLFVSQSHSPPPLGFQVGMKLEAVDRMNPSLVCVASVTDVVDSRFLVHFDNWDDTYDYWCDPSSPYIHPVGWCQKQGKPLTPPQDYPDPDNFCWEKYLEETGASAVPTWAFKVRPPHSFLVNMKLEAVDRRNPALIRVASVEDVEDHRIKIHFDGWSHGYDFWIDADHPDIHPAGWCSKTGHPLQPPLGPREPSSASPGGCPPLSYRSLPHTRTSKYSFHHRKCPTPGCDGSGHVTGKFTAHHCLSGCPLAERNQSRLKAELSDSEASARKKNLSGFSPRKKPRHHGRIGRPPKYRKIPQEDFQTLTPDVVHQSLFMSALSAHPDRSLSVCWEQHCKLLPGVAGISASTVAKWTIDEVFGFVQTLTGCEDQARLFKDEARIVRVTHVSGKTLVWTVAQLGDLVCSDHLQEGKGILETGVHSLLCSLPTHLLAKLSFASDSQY
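Read-out is AlphaScreen signal from streptavidin donor and nickel chelate acceptor beads (10 ug/mL final each) bridging L3MBTL1 (50 nM) and biotinylated K9-monomethylated H3(1-15) peptide (75 nM), after 30 min compound exposure at room temperature.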
* = called active by the depositor; i = inactive; ? = inconclusive; · = not tested or not shown; [ ] = another dose, or the depositor's remark. Unless noted, the call rests on the fitted dose curve; in most records, active means well fitted curve in the direction sought with a large enough effect; inconclusive means small, poorly fitted or top-dose-only effect, or another doubt; inactive means no such curve, though single readings can be large; an effect the other way counts as inactive or inconclusive. Potency means the concentration at half of the fitted maximal effect. Some of the compounds tested; rates above refer to the full screens.

SMILES	SMN2 splice enh	RECQ1 helicase	Tau fibril ThT	LMNA splice mod	L3MBTL1 inh
Cn1c(=O)oc2cc(S(=O)(=O)Nc3ccccc3O)ccc21	·	·	-12%	·	1%
Cc1ccc(O)c(NC(=O)C2=CC(c3cccs3)=NS(=O)(=O)N2C)c1	·	·	1%	·	-4%
Cc1cccc(N(C)C(=O)c2cc(S(=O)(=O)N3CCCCC3)c[nH]2)c1	·	·	8%	·	10%
CCc1cccc(C)c1NS(=O)(=O)c1c(C)nc2sccn2c1=O	·	·	2%	·	3%
COc1ccc(C2=NS(=O)(=O)N(C)C(C(=O)Nc3cc(C)ccc3O)=C2)cc1OC	·	·	-12%	·	-5%
CC1C(=O)Nc2ccc(S(=O)(=O)Nc3ccccc3Br)cc2NC1=O (stereo not drawn)	·	·	-6%	·	-3%
COc1ccc(C2=NS(=O)(=O)N(C)C(C(=O)NC(C)c3ccccc3)=C2)cc1 (stereo not drawn)	·	·	?	·	-4%
CCOc1ccc(NC(=O)CCC(=O)N2CCSc3ccccc32)cc1	·	·	-14%	·	2%
CN1C(C(=O)Nc2cccc(O)c2)=CC(c2cccs2)=NS1(=O)=O	·	·	-10%	·	-7%
COc1ccccc1NC(=O)CCC(=O)N1CC(C)Oc2ccc(C)cc21 (stereo not drawn)	·	·	-15%	·	6%

The last two entries of the part above are carried over, then new ones follow:
SMILES	SMN2 splice enh	RECQ1 helicase	Tau fibril ThT	LMNA splice mod	L3MBTL1 inh
CN1C(C(=O)Nc2cccc(O)c2)=CC(c2cccs2)=NS1(=O)=O	·	·	-10%	·	-7%
COc1ccccc1NC(=O)CCC(=O)N1CC(C)Oc2ccc(C)cc21 (stereo not drawn)	·	·	-15%	·	6%
O=C(O)c1ccccn1	·	·	·	?	14µM*
C=C1C[C@H]2[C@@H]3C=C(C)C4=CC(=O)CC[C@]4(C)[C@H]3CC[C@]2(C)[C@@]1(OC(C)=O)C(C)=O	·	-15%	·	·	1%
O=c1cc(-c2ccc(O)cc2)oc2cc(O)c([C@@H]3O[C@H](CO)[C@@H](O)[C@H](O)[C@H]3O)c(O)c12	·	-5%	·	·	0%
O=C(O)c1ccc2c(c1)C(=O)N([C@H](Cc1c[nH]c3ccccc13)C(=O)O)C2=O	·	-2%	·	·	8%
O=C(O)c1ccc(S(=O)(=O)N[C@H](Cc2ccc(O)cc2)C(=O)O)cc1	·	13%	·	·	?
O=C(O)c1ccc2c(c1)C(=O)N([C@]1(C(=O)O)CC1c1ccccc1)C2=O (stereo partly drawn)	·	i	·	·	9%
NCc1ccccc1	·	-2%	·	·	5%
O=C(O)c1ccc2c(c1)C(=O)N([C@H](Cc1ccc(Cl)cc1)C(=O)O)C2=O	·	12%	·	·	-7%
COc1ccc(C[C@H](C(=O)O)N2C(=O)c3ccc(C(=O)O)cc3C2=O)cc1	·	i	·	·	45%[activator]
CC[n+]1c(/C=C/N(C)c2ccccc2)n(-c2ccccc2)c2ccc(-c3nc4ccccc4s3)cc21	·	-2%	·	·	-2%
O=c1c(O[C@@H]2O[C@H](CO)[C@@H](O)[C@H](O)[C@H]2O)c(-c2ccc(O)cc2)oc2cc(O)cc(O)c12	·	-3%	·	·	0%
COc1cc2nc(N3CCN(C(=O)OCc4ccccc4)[C@H](C(=O)NC(C)(C)C)C3)nc(N)c2cc1OC	·	-3%	·	·	7%
CC1=C[C@@H](C)[C@@H](c2ccc(C(F)(F)F)cc2)OC1=O	·	i	·	·	11%
O=C(Nc1ccc(S(=O)(=O)Nc2ncccn2)cc1)c1ccccc1Cl	-1%	·	-2%	·	2%
Cc1cccc(C)c1OCCSc1nc2ccccc2n1CC(=O)O	2%	·	-3%	·	1%[2.29 µM]
COc1ccc(OC)c(NC(=O)Cn2c(=O)n(CC3CCCO3)c(=O)c3cc(OC)c(OC)cc32)c1 (stereo not drawn)	-15%	·	-12%	·	-7%
Cc1cc(C)c2c(n1)SCC(=O)N2CC(=O)Nc1ccc(C)c(C)c1	-14%	·	3%	·	5%
CCc1ccc(NS(=O)(=O)c2c(C)nc3sc(CC)nn3c2=O)cc1	-11%	·	1%	·	0%
COc1cccc(NC(=O)CSc2nc3ccccc3nc2N2CCOCC2)c1	4µM*	·	?	·	17%
CCc1nn2c(=O)c(S(=O)(=O)Nc3ccc(C(C)C)cc3)c(C)nc2s1	-26%	·	-5%	·	1%
Cc1ccc(C)c(NC(=O)CSc2nc3ccccc3nc2N2CCOCC2)c1	-24%	·	-15%	·	3%
COc1ccc(NC(=O)CSc2nc3ccccc3nc2N2CCOCC2)c(OC)c1	0%	·	?	·	-2%
CCc1cccc(NS(=O)(=O)c2c(C)nc3sc(CC)nn3c2=O)c1	-28%	·	-7%	·	11%
COc1ccc(NC(=O)c2ccco2)cc1NC(=O)COc1ccccc1	0%	·	?	·	-8%
COc1ccc(OC)c(NS(=O)(=O)c2ccc3c(c2)C(C)(C)C(=O)N3C)c1	·	·	?	?	-1%
Cc1cccn2c(=O)cc(CSc3nnc(NC(=O)COc4ccccc4)s3)nc12	·	·	-2%	-11%[46 µM]	-11%
Cc1ccccc1NC(=O)c1cc2ccccc2o1	·	·	-1%	-3%[46 µM]	2%[2.29 µM]
Cn1c(-n2cccc2)c(-c2c(-c3ccccc3)[nH]c3c2c(=O)[nH]c(=O)n3C)c(=O)[nH]c1=O	·	·	-11%	-1%[46 µM]	14µM*
CCC(C)NC(=O)c1ccc2nc(Cc3ccc(OC)cc3)oc2c1 (stereo not drawn)	·	·	-8%	-5%[46 µM]	4%
O=C(CSc1nnc2ccc3ccccc3n12)c1ccc(F)cc1	·	·	-8%	-2%[46 µM]	5%
Cc1ccc(OCCSc2nc3ccccc3n2CCC(=O)O)cc1	·	·	5%	?	-6%
CCC(CC)C(=O)Nc1nnc(S(=O)(=O)N2CCCCCC2)s1	·	·	?	18%[46 µM]	9%
COc1ccc(CNC(=O)CC(C)CC2=NS(=O)(=O)c3ccccc3N2)cc1 (stereo not drawn)	·	·	19%	?	11%
CC(C)C(=O)Nc1nnc(S(=O)(=O)N2CCCCCC2)s1	·	·	?	10%[46 µM]	6%
COCCCNC(=O)c1ccc2nc(Cc3ccc(OC)cc3)oc2c1	·	·	-13%	?	6%
CC1=C(C(=O)Nc2ccccc2)C(c2ccc[nH]2)n2ncnc2N1 (stereo not drawn)	·	·	?	1%[46 µM]	1.6µM*
Cn1cc(S(=O)(=O)N2CCCC2)cc1C(=O)N1CCN(c2cccc(Cl)c2)CC1	·	·	-3%	18%[46 µM]	-21%
Cc1ccc(C(=O)Nc2ccc(C(=O)OCc3cc(=O)n4ccsc4n3)cc2)cc1	·	·	6%	3%[46 µM]	3%
CCC(Oc1ccccc1)C(=O)Nc1nnc(S(=O)(=O)Nc2ccccc2)s1 (stereo not drawn)	·	·	?	6%[46 µM]	1%
CCN(c1ccccc1)S(=O)(=O)c1nnc(NC(=O)c2ccccc2OC)s1	·	·	3.2µM*	18%[46 µM]	6%
COc1cccc(NC(=O)CN2C(=O)c3cccnc3Oc3ccc(Cl)cc32)c1	·	·	0%	11%[46 µM]	-6%
Cc1ccc(CNC(=O)CC(C)S(=O)(=O)c2cc3c(cc2C)NC(=O)CO3)cc1 (stereo not drawn)	·	·	3%	-2%[46 µM]	3%
CC(=O)N1CCOc2cc(S(=O)(=O)NC(C)c3ccccc3)c(Cl)cc21 (stereo not drawn)	·	·	?	2%[46 µM]	13%
CC1CCCCN1C(=O)CCS(=O)(=O)c1cc2c(cc1Cl)NC(=O)CO2 (stereo not drawn)	·	·	-2%	-2%[46 µM]	1%
COc1ccc(OCC(=O)Nc2nnc(S(=O)(=O)N3CCCCCC3)s2)cc1	·	·	?	2%[46 µM]	-3%
CCOc1ccc(CNS(=O)(=O)c2ccc(-c3coc(C)n3)cc2)cc1	·	·	-3%	-9%[46 µM]	0%
COc1ccc(CNS(=O)(=O)c2cc3c4c(c2)CCN4C(=O)CC3)cc1	·	·	8%	-9%[46 µM]	5%
Cc1cccc(C(=O)Nc2ccc(N3CCC(CCN4CCOCC4)CC3)c(C(=O)O)c2)c1	·	·	-3%	?	-29%
O=C1CCc2cc(S(=O)(=O)NCc3ccc(F)cc3)cc3c2N1CC3	·	·	3%	-10%[46 µM]	-11%
CCc1ccccc1Nc1nn2c(=O)c3ccc(C(=O)NCc4cccs4)cc3nc2s1	·	·	15%	-4%[46 µM]	-1%
COc1ccc(NS(=O)(=O)c2nnc(NC(=O)c3ccccc3F)s2)cc1	·	·	?	17%[46 µM]	4%
O=C1CCc2cc(S(=O)(=O)NCc3ccccc3)cc3c2N1CC3	·	·	0%	9%[46 µM]	5%
COc1ccc(S(=O)(=O)N2CCN(c3ccccc3OC)CC2)cc1	·	·	-3%	9%[46 µM]	-3%

Grouped by structure: the compounds so far containing a COOH group (9)
SMILES	SMN2 splice enh	RECQ1 helicase	Tau fibril ThT	LMNA splice mod	L3MBTL1 inh
O=C(O)c1ccccn1	·	·	·	?	14µM*
O=C(O)c1ccc2c(c1)C(=O)N([C@H](Cc1c[nH]c3ccccc13)C(=O)O)C2=O	·	-2%	·	·	8%
O=C(O)c1ccc(S(=O)(=O)N[C@H](Cc2ccc(O)cc2)C(=O)O)cc1	·	13%	·	·	?
O=C(O)c1ccc2c(c1)C(=O)N([C@]1(C(=O)O)CC1c1ccccc1)C2=O (stereo partly drawn)	·	i	·	·	9%
O=C(O)c1ccc2c(c1)C(=O)N([C@H](Cc1ccc(Cl)cc1)C(=O)O)C2=O	·	12%	·	·	-7%
COc1ccc(C[C@H](C(=O)O)N2C(=O)c3ccc(C(=O)O)cc3C2=O)cc1	·	i	·	·	45%[activator]
Cc1cccc(C)c1OCCSc1nc2ccccc2n1CC(=O)O	2%	·	-3%	·	1%[2.29 µM]
Cc1ccc(OCCSc2nc3ccccc3n2CCC(=O)O)cc1	·	·	5%	?	-6%
Cc1cccc(C(=O)Nc2ccc(N3CCC(CCN4CCOCC4)CC3)c(C(=O)O)c2)c1	·	·	-3%	?	-29%
